# RAM network inh: yeast RAM network inhibition; S. cerevisiae dse1pr::URA3 reporter, 5-FOA growth OD615, 2 d; analog-sensitive cbk1-as2 kinase mutant strain; inhibition, % at 50 µM; 1.8% of 190,000 active;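 active means inhibition above a set limit, 3 SD over mean compound inhibition, cut at about 8.4% in these data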;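 further: 0% = DMSO-only wells with no growth and 100% = 10 µM 1-NA-PP1 full growth; inhibition rescues growth on 5-FOA so higher OD means more RAM inhibition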
# L major viab: inhibitors of Leishmania major promastigote growth; inhibition, % at 10 µM; AID 1063; 9% of 200,000 active; Leishmania major promastigotes, resazurin fluorescence viability; in the data active means inhibition above about 50%;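 further: promastigotes grown with compound for 44 hours at 28 °C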
# S1P3 antag: S1P3 (human) receptor antagonism; 0.27% of 170,000 active; inhibition, % at 4.98 µM; AID 485; CHO S1P3 NFAT-BLA reporter, FRET fluorescence, antagonist mode;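 active means inhibition above the plate cutoff, the mean inhibition of test wells on that plate plus 3 SD, cut at about 28% in these data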;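 further: cells challenged with S1P at its EC80 of 0.8 µM; blue over green emission ratio from cleaved BLA substrate after 4 h stimulation; 0% = S1P-stimulated wells and 100% = unstimulated DMSO-only wells; some compounds past the cut are filed as inactive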
# Target sequence (Q99500 whole entry, looked up): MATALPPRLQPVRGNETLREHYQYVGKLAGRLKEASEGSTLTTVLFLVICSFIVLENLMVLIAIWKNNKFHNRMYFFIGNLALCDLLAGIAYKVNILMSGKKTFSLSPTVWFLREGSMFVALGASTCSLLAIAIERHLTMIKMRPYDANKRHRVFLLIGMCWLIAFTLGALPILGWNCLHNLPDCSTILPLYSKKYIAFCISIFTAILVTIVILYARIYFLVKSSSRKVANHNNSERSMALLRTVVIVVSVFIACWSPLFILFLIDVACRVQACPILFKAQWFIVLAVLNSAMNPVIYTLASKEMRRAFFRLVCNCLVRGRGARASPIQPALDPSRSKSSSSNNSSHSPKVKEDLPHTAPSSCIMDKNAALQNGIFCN
# DTT redox prof: compounds producing H2O2 with reducing agent – biochemical, NIH compound library profiling, artefact control for MLSCN library redox annotation, primary screen; activation, % at 10 µM; DTT-dependent redox cycling H2O2, phenol red/HRP absorbance; 100% = 100 µM peroxide control, 0% = buffer; 0.03% of 200,000 active;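 active means activation of at least 50% relative to the plate's high and low controls in the primary single-dose screen; inactive means activation below 50%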;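 further: compound incubated with DTT at 0.8 mM final as the reducing agent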
# TNAP inh hi DEA: TNAP (human) inhibition, high acceptor; P05186; purified TNAP, CDP-star luminescence, 1 M DEA; inhibition, % at 20 µM; 0.03% of 200,000 active; AID 1135;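 active means over 50% inhibition of tissue-nonspecific alkaline phosphatase at 20 µM in the single-dose screen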;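 further: plate controls were DMSO wells for no effect and EDTA-quenched wells as full inhibition for full effect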
# HMGR II inh: inhibitors of class II HMG-CoA reductase from Enterococcus faecalis; purified E. faecalis HMGR, NADPH absorbance 340 nm kinetic; inhibition, % at 10 µM; 0.41% of 190,000 active;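 active means inhibition above a set limit, the median over all tested compounds plus 3 SD, cut at about 9.5% in these data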;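 further: enzyme runs in reverse so mevalonate oxidation gives rising NADPH absorbance; 0% = complete reaction with DMSO and 100% = background rate lacking mevalonate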
# PMI act satM6P: PMI (human) activation, high substrate. P34949. coupled PMI enzyme assay, resazurin fluorescence, 20 min; hits give high values; 1 = untreated enzyme, 0 = substrate-free blank. activation factor at 20 µM. 0.34% of 190,000 active. AID 1216;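 active means activation factor of 2 or more at 20 µM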
# Target sequence (P34949 whole entry, looked up): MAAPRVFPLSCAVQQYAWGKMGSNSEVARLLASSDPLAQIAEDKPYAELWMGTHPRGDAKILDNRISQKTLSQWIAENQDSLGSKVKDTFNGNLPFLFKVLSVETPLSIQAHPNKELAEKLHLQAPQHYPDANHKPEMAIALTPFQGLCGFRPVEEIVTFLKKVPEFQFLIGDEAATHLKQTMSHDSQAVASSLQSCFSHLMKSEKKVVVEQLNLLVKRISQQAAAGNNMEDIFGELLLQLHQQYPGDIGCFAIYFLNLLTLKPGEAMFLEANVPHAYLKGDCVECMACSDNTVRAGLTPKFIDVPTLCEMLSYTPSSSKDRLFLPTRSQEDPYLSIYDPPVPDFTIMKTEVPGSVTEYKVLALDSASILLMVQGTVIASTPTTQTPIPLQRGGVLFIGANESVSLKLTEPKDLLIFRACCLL
#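 Technique: Diaphorase-driven resazurin-to-resorufin fluorescence, excitation 544, emission 590 nm | Assay system: Human PMI in coupled enzyme assay | Times: Enzyme reaction with compound 20 min at room temperature | Medium: HEPES-buffered pH 7.4 with magnesium and detergent | Reagent: Mannose-6-phosphate 1.0 mM (near-saturating) plus 0.22 mM NADP+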
# PMI act: activators of human phosphomannose isomerase | purified human PMI, coupled resazurin fluorescence, 20 min; hits give high values; 1 = vehicle control, 0 substrate-free wells | P34949 | 0.005% of 190,000 active | activation factor at 20 µM;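 active means activation factor of 2 or more at 20 µM, relative to plate controls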
# TNAP inh no acc: TNAP (human) inhibition, acceptor-free conditions. P05186. purified TNAP, CDP-star luminescence, 30 min. inhibition, % at 20 µM. 0.26% of 200,000 active;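 active means tissue-nonspecific alkaline phosphatase inhibition above about 50% at 20 µM in the single-dose screen, limit read from the data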;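 further: 0% = DMSO negative control and 100% = EDTA positive control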
# Hsp70 act: switches on Hsp70 transcription | AID 1203 | HeLa Hsp70 promoter luciferase reporter, luminescence; scaled: vehicle 0, proteasome-inhibitor control 100% | activation, % at 10 µM | 0.04% of 200,000 active;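 active means activation above the mean across all tested compounds plus 3 SD, cutoff set per campaign, cut at about 5.5% in these data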;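 further: 100% = MG132 at 30 µM as the positive control and 0% = DMSO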
# The depositor's hits bear a star; x = not tested or not shown.
SMILES	RAM network inh	L major viab	S1P3 antag	DTT redox prof	TNAP inh hi DEA	HMGR II inh	PMI act satM6P	PMI act	TNAP inh no acc	Hsp70 act
CCOC(=O)c1cccc(NC(=O)C2(S(=O)(=O)c3ccc(Cl)cc3)CC2)c1	3.3	4	7	-0.1	-2	2	1.1	1	-16	-0.4
COc1ccc(NC(=O)Nc2nnc(N3CCCCC3C)s2)cc1OC (centres undefined)	3.4	5	0	0.2	-1	1	0.8	0.9	0	0.1
CCCNC(=O)CN(Cc1ccco1)S(=O)(=O)c1ccc(OCC)cc1	-1.1	-2	2	0.0	-1	-6	0.9	1	-14	-0.4
C/C=C(\C)CN1CCN(c2ccccc2F)CC1	0.3	8	-9	-1.3	-2	-5	1	0.9	-12	0.1
Cc1ccnc(NC(=O)c2ccc(S(=O)(=O)c3ccccc3)cc2)c1	3.9	28	-4	-0.6	-4	-2	1	1	-39	0.1
Cc1cc(C)n(-c2ccc(C(=O)NC3CCCCC3)cc2)n1	1.0	-5	0	-0.3	-5	-3	1.1	1.1	0	-0.3
COc1ccc(C2C(C#N)=C(N)N(c3sc4c(c3C#N)CCCC4)C3=C2C(=O)CC(C)(C)C3)cc1OC (centres undefined)	2.7	21	x	-0.2	0	-2	1	1	-4	0.1
Nc1ccc2nc(SCc3cccc(F)c3)sc2c1	-0.3	0	-4	0.0	1	8	0.7	1	-4	-0.1
CCCS(=O)(=O)N1CCC(C(=O)NCCCN2CCCC2=O)CC1	0.1	-4	-2	0.6	-1	-5	1	1	-9	-0.4
CN(C)CCNC(=O)c1cccc(S(=O)(=O)Nc2ccc(F)cc2)c1	-0.1	-3	-3	-0.4	-3	-1	1.1	1.3	-11	-0.4
CCOC(=O)c1cc(C#N)c(SCc2ccc(C#N)cc2)nc1C	10*	0	37	2.3	x	3	x	x	x	-0.1
O=C(Nc1cccnc1)c1ccccc1-c1nc(-c2ccccc2F)no1	0.3	4	x	0.2	-8	-1	1.1	1.1	22	-0.2
CCN(C(=O)Cc1c(C(=O)O)[nH]c2ccccc12)c1cc(OC)ccc1OC	-0.4	1	x	0.9	0	-1	1	1	-12	-0.2
COc1cccc(N2CCN(C(=S)Nc3cccc(C)c3)CC2)c1	3.5	-1	x	-3.4	-6	-9	0.9	1	-18	-0.3
COc1cc(/C=C/c2ccc(O)cc2)cc(OC)c1	x	x	-3	x	-1	0	0.9	0.9	-4	0.1
CC1CC(C(F)(F)F)n2ncnc2N1 (centres undefined)	1.0	6	x	-0.1	-4	-1	1	0.9	-11	-0.5
Cc1nccn1S(=O)(=O)c1cc([N+](=O)[O-])ccc1Cl	0.1	24	-11	-0.3	-5	-4	1.2	1.1	15	-0.1
CN1CCN(C(=O)CC23CC4CC(CC(C4)C2)C3)CC1	2.2	19	-23	1.5	-5	2	1	0.9	-11	1.7
CCOC(=O)c1[nH]c2ccccc2c1NC(=O)NC1CCCCC1	2.4	-1	x	0.3	-2	-6	1.1	1	-7	-0.5
Cc1ccc(N2C(=O)C(F)(F)C2c2ccccc2)cc1 (centres undefined)	3.0	8	10	-0.4	-1	-6	0.9	0.9	-9	-0.2
CC(C)c1ccc(C2C3=C(CC(C)(C)CC3=O)NC3=C2C(=O)c2ccccc23)cc1 (centres undefined)	6.2	89*	x	-2.3	4	x	0.9	0.9	2	0.0
O=C(CNC(=O)c1cccc(OC(F)F)c1)OCn1nnc2ccccc2c1=O	1.5	-4	2	0.1	-3	1	1	1.1	-7	-0.2
Oc1ccccc1CNc1cnc2ccccc2c1	3.1	4	x	0.2	0	1	1	1	-3	-0.2
CC(=O)Nc1sc(C)c(C)c1C(=O)OCC(=O)Nc1cc(S(=O)(=O)N2CCCCC2)ccc1Cl	1.9	7	-9	-0.5	-5	-5	0.9	0.9	-2	0.0
COc1ccc(CCNC(=O)CCc2ccc(S(=O)(=O)NCC(C)C)cc2)cc1	2.3	3	-8	0.0	3	0	1	1	-4	-0.1
CCCC(CCC(=O)NC1CCCCC1)C(=O)O (centres undefined)	0.8	-2	x	0.4	-3	3	1	1	-6	-0.1
O=C(Nc1ccc(N2CCN(C(=O)c3ccccc3)CC2)c(Cl)c1)c1ccco1	4.0	9	-1	0.9	-4	-2	1.1	1.1	-4	0.1
COc1ccccc1NC(=O)Cc1noc(CN(C)Cc2cccs2)n1	0.7	-4	18	-2.0	-5	-1	1.1	1	-2	0.0
CC1(C)CC(=O)C2=C(C1)Nc1ccccc1NC2c1cccs1 (centres undefined)	0.4	15	-12	-0.1	-5	-12	x	x	-10	-0.2
CCOc1ccc(C(=O)O)cc1OC	0.5	-2	3	2.0	-3	-5	1	1	-10	-0.3
CCC(=O)NC(=S)NNC(=O)c1ccc(O)cc1	1.8	-7	-9	-0.1	7	-7	x	x	97*	-0.2
COc1ccc(Nc2cc(C)nc3nc(C)nn23)c(OC)c1	1.9	-4	-22	-0.3	1	-1	1	1	-5	-0.2
COc1cccc(C(C(=O)NC2CCCC2)N(Cc2ccc(C)cc2)C(=O)c2ccco2)c1OC (centres undefined)	2.9	7	x	-0.4	0	1	1.1	1	-3	0.1
CCn1c(=N)c(S(=O)(=O)c2ccc(Cl)cc2)cc2c(=O)n3ccccc3nc21	0.5	-7	14	-0.4	-1	-3	x	x	-3	-0.4
CC1CCN(c2ccccc2NC(=S)NC(=O)C(C)(C)C)CC1	3.5	13	-16	-0.4	-3	4	0.9	0.8	-11	0.1
O=C1CCC(CCC(=O)N2CCCC(C(=O)c3ccc4c5c(cccc35)CC4)C2)=NN1 (centres undefined)	-0.9	9	6	-0.9	-5	-1	1	0.9	-6	-0.1
Cc1ccc2c(c1)CCCN2C(=O)c1cccs1	-0.5	-2	5	1.1	1	-6	0.8	0.8	-4	0.2
O=c1c2c3c(sc2n2cnnc2n1C1CCCCC1)CCC3	x	x	x	x	-6	x	1	1.1	-11	x
CC1CC2(CCCCC2)Nc2ccc3ccccc3c21 (centres undefined)	3.5	8	x	0.6	-2	-4	1.7	1.5	-10	-0.1
COc1ccc(-n2c(Cc3cccn3C)nnc2SCC(=O)N2CCC(C)CC2)cc1	0.9	-4	-22	-2.5	0	-2	0.9	0.9	11	-0.3
CN(c1ccc(C(=O)N2CCN(Cc3ccc4c(c3)OCO4)CC2)cc1)S(=O)(=O)c1ccccc1	1.6	96*	x	0.2	1	-4	0.9	1	-4	-0.7
COc1ccc(CC(=O)Nc2ccc(-c3ccc4nnc(C)n4n3)cc2)cc1OC	6.8	3	-10	-0.6	-5	-3	1	1	-6	-0.3
CCCc1cc(C(N)=O)c(NC(=O)C2CCCO2)s1 (centres undefined)	1.0	-3	-20	2.0	-1	-11	0.8	0.8	-12	-0.1
O=C(CSCC(=O)N1CCOCC1)Nc1nc(-c2ccc3c(c2)OCO3)cs1	0.5	-2	-5	-1.6	1	-2	0.9	1	-8	0.0
Cc1ccc2oc3nc(C)c(C(=O)Nc4cccc(C(F)(F)F)c4)cc3c(=O)c2c1	7.2	-4	x	-7.6	-2	-6	1	1	-3	0.0
COC(=O)NCC(c1ccco1)N1CCN(c2ccccc2)CC1 (centres undefined)	0.2	-8	9	-0.8	-1	-12	1	1	-6	-0.3
Cc1cccc(C)c1NC1=NC(=S)N(c2ccc(N(C)C)cc2)C1(C)C	0.7	35	x	-5.1	-1	-2	0.9	1	3	-0.3
CC(Oc1cc(C(F)(F)F)cc(C(F)(F)F)c1)C(=O)NC(N)=O (centres undefined)	0.5	-3	8	1.0	0	-7	0.9	0.9	-4	-0.3
CN(C)c1oc(-c2ccc(OCc3ccc(Cl)cc3)cc2)nc1C#N	8.2	-3	5	0.0	-5	-2	0.9	0.8	-2	-0.2
c1csc(CNCc2ccncc2)c1	0.4	2	0	-1.2	-4	2	1.3	1.4	-14	-0.2
CC(=O)NC(Cc1cc(C)ccc1C)C(=O)N1CCN(C(=O)c2ccc(Br)cc2)CC1 (centres undefined)	1.4	-4	-12	-0.2	-4	1	1	1	-4	-0.4
CCNC(=O)NC(=O)C(C)OC(=O)c1oc2ccc(OC)cc2c1C (centres undefined)	2.3	-3	x	0.5	-1	-6	1.1	1	-1	-0.8
S=C(NC1CCCCC1)NN(c1ccccc1)c1ccccc1	-0.5	38	4	-0.3	-4	-2	1	0.9	-11	-0.2
O=C(Nc1nnc(-c2ccco2)o1)c1cccc(Cl)c1	1.0	2	-14	0.1	0	-5	1.1	1	-43	0.5
COc1ccc(S(=O)(=O)N(C)C)cc1NC(=O)CSc1nnc(-c2cccnc2)o1	0.2	0	7	0.2	-3	13*	0.9	0.8	-19	0.1
O=C(COC(=O)CCCCCN=C1NS(=O)(=O)c2ccccc21)Nc1ccc(Cl)c(Cl)c1	5.6	-6	-32	-0.5	-6	2	0.9	1	-12	-0.2
Cc1ccc(C)c(NC(=O)c2cc(-c3ccccc3)nn2-c2ccccc2)c1	6.6	17	-8	0.7	-1	-6	0.8	0.8	-5	-0.4
CC(=O)c1n[nH]nc1Nc1nc(C)cc(C)n1	0.4	2	-12	0.9	0	-3	1	1	-182	-0.2
CCn1cc(SCC(=O)N2CCOCC2)c2ccccc21	1.4	-2	x	0.3	0	-5	1	0.9	-4	-0.2
CCCN(CC(=O)Nc1cccc(Br)c1)CC(=O)Nc1ccc(F)c(F)c1F	1.4	7	-5	-0.1	2	1	0.9	0.8	4	-0.4

# (further entries)
SMILES	RAM network inh	L major viab	S1P3 antag	DTT redox prof	TNAP inh hi DEA	HMGR II inh	PMI act satM6P	PMI act	TNAP inh no acc	Hsp70 act
Cc1ccc(S(=O)(=O)N2CCOCC2)c(C)c1-n1cnnn1	0.9	-4	-16	-0.3	-1	5	1	1	-14	0.0
COc1ccc(N(CC(=O)Nc2cccc(N(C)S(C)(=O)=O)c2)S(C)(=O)=O)cc1OC	4.3	-5	-20	-1.6	-5	-8	1.1	1	-4	-0.3
O=C1CC(C(=O)Nc2nccs2)C(c2ccccc2)O1 (centres undefined)	2.0	x	x	x	-12	-1	1	1	-8	x
CC(C)C1N(C(=O)CN2CCCC2)CCN1S(=O)(=O)c1ccccc1 (centres undefined)	2.4	-3	-6	-1.2	-2	-3	0.9	1	-7	-0.2
CCOC(=O)N1CCC2(CC1)CC(=O)c1c(ccc3oc(C(=O)O)c(C)c13)O2	-0.7	-11	-8	-0.9	2	-1	1	1	-16	-0.1
CCCCN(C(=O)Cn1nnc2ccccc21)C(C(=O)NCCOC)c1ccc(OC)cc1 (centres undefined)	3.1	-6	-32	-0.7	-7	-1	1.1	1	-9	-0.4

# Screens as filed in PubChem.
